# Screening data from PubChem BioAssay.
# Anesthetic bind – candidate novel general anesthetic via apoferritin binding. 0.074% of 350,000 active. Potency, µM (series often up to 77.5 µM), for inactives: top-dose activity change, negative = displacement, most hits filed as inhibitors. apoferritin/1-aminoanthracene competitive binding, fluorescence. P02791; also: potency is read from the fitted curve at half-maximal effect; % is scaled to controls: 0 for no effect and ±100 for the full control effect; nearly all actives have a fitted effect of over 20% in size
#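 In PBS, apoferritin at 10 uM is loaded with 1-AMA from a 50% saturated solution. After 10 min of compound exposure at ambient temperature, reduced 535 nm fluorescence indicates probe displacement.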
# Pol kappa inh – inhibitors of human DNA polymerase kappa; Q9UBT6; purified Pol kappa, fluorescent DNA synthesis assay, 10 min; Potency, µM (top dose mostly 107 µM), inactives show at the highest dose activity, negative = inhibition, usual class: inhibitors; 0.53% of 400,000 active; also: potency is read from the fitted curve at half-maximal effect; % is scaled to controls: 0 for no effect and ±100 for the full control effect
#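 Here, compound and 10 nM enzyme are combined for 15 min at room temperature; adding 50 nM substrate (final) starts DNA synthesis, tracked by fluorescence at 0 and 10 min against buffer-only wells.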
# ERG Ets-DNA blk – blocks human ERG Ets domain binding to DNA; 0.028% of 370,000 active; fluorescence polarization, His-ERG Ets domain / labelled DNA; P11308; AID 624246; Potency, µM (titrated, usually from 76.9 µM), without a hit: at the top dose FP activity, negative = inhibition, most hits filed as inhibitors; active = well fitted inhibition curve with a large enough effect in the polarisation, with a control signal flat; inconclusive = small, poorly fitted or top-dose-only effect, or effect the other way, or a change in a side signal; inactive = no such curve, though single readings can be large or run the other way; the % refers to the polarisation;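 also: polarization taken with two DNA probes labelled with fluorescein and Texas red; potency is read from the fitted curve at half-maximal effect; % of control where 0% means no effect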
#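 His-tagged ERG Ets domain (1 uM in the protein solution; 300mM KCl, 50mM Tris-HCl, 1mM EDTA, 1mM DTT, pH 7.5) received compound, then a probe mix of 5 nM fluorescein-DNA and 100nM Texas-615-DNA. Fluorescence polarization was read for both dyes.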
# BLM inh – blocks DNA unwinding by human BLM helicase; P54132; Potency, µM (top dose mostly 56.1 µM), inactives show top-dose activity change, negative = inhibition, actives largely listed as inhibitors; AID 2528; recombinant BLM DNA unwinding, fluorescence dequenching; 0.2% of 350,000 active;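 also: potency is read from the fitted curve at half-maximal effect; plate controls were vehicle for no effect and no enzyme for full effect; nearly all actives have a fitted effect of over 35% in size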
# Target sequence (P54132 whole entry, looked up): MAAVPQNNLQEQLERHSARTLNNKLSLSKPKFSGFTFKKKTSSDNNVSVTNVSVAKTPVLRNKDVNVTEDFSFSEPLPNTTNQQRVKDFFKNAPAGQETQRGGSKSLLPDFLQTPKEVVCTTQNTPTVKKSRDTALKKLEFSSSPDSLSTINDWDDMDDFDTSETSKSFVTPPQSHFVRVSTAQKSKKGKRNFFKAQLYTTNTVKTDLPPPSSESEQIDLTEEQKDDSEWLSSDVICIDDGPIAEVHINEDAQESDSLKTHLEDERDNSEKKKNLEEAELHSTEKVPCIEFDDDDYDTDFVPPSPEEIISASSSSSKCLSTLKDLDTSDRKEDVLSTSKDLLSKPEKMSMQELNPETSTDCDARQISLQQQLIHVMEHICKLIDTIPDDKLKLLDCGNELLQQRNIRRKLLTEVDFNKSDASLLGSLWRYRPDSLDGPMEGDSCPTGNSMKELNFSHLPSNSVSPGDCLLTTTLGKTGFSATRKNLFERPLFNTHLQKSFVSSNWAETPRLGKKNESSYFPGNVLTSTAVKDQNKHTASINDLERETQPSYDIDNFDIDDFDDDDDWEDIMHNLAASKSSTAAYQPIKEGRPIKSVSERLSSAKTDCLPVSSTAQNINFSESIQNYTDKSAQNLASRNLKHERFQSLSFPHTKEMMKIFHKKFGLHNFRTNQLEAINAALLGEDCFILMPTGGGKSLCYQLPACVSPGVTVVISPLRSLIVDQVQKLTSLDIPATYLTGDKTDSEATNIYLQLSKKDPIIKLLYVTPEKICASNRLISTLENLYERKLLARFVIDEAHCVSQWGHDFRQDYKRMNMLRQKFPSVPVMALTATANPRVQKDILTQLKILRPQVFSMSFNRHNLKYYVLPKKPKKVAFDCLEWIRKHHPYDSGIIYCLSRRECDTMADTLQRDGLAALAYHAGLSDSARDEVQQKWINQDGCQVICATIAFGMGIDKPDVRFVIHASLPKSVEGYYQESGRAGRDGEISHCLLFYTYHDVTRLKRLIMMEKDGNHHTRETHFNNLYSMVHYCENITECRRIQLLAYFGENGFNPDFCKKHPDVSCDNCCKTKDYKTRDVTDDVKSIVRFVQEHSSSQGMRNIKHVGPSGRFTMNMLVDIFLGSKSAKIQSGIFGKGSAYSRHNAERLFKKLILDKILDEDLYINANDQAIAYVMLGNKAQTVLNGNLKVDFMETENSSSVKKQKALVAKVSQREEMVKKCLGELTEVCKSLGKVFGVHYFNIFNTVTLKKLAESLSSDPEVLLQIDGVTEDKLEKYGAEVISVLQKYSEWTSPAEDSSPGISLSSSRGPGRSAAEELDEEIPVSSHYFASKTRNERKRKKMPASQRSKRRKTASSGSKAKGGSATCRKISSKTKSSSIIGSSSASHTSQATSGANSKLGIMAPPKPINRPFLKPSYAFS
# POLB inh – inhibitors of human DNA polymerase beta | Pol beta primer extension/strand displacement, fluorescence kinetic | P06746 | 1.3% of 340,000 active | Potency, µM (highest dose often 114 µM), for inactives: at the highest dose activity change, negative = inhibition, actives largely listed as inhibitors; also: potency is read from the fitted curve at half-maximal effect; % is scaled to controls: 0 for no effect and ±100 for the full control effect
#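 Preincubation: enzyme (10 nM) with compound, 15 min, RT. Reaction: substrate added to 50 nM final. Reads: 0 and 10 min. Analysis: normalized, Hill fit.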
# POLI inh – inhibitors of human DNA polymerase iota. Pol iota fluorescent replication assay, 10 min. Potency, µM (series often up to 115 µM), for the others: at the highest dose activity, negative = inhibition, usual class: inhibitors. 1% of 390,000 active. AID 588590; also: potency is read from the fitted curve at half-maximal effect
#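 Pol iota at 10 nM preincubated 15 min with compounds at room temperature; reaction started with fluorescent substrate, 50 nM final. Fluorescence read kinetically at 0 and 10 min; buffer-only wells as negative control.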
# TRHR agonist – agonists of human TRH receptor; TRHR cells, calcium flux fluo-8, FDSS agonist mode; activation, % at 2 µM; 0.18% of 360,000 active; AID 493084; in the data active = activation above about 30%; also: 0% is about no effect
#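 Agonist-mode FDSS calcium read (Ex 480/Em 530, 1 s cycles) in 1536-well TRHR cells with fluo-8 dye, after 10-cycle baseline and 23 nL compound addition; TRH at EC20 (10 nM final) added afterwards for the enhancer phase.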
# 12-LOX inh – blocks human arachidonate 12S-lipoxygenase; Potency, µM (series often up to 108 µM), without a hit: at the highest dose activity change, negative = inhibition, most hits filed as inhibitors; purified 12hLO, xylenol orange hydroperoxide absorbance; 1.1% of 580,000 active; AID 1671190; also: potency is read from the fitted curve at half-maximal effect; % is scaled to controls: 0 for no effect and ±100 for the full control effect
#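 Purified human 12hLO at 150 nM in 25 mM Hepes, 0.01% Triton X-100, pH 7.0, preincubated 15 min at room temperature with compound. Reaction started with 40 uM arachidonic acid, 30 min at room temperature. Hydroperoxide measured by Fe-xylenol orange, 573/405 nm absorbance ratio.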
# APE1 inh – blocks human APE1 abasic DNA cleavage; P27695; recombinant APE1, TAMRA/BHQ-2 abasic DNA cleavage fluorescence; Potency, µM (top dose mostly 65.8 µM), for the others: at the top dose activity change, negative = inhibition, hits mostly inhibitors; 0.35% of 350,000 active; AID 2517;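 also: potency is read from the fitted curve at half-maximal effect; plate controls were vehicle for no effect and reference inhibitor for full effect; nearly all actives have a fitted effect of over 55% in size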
#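 Kinetic fluorescence read (525 ex/598 em nm, three reads 60 s apart) of AP-site incision; signal = third minus first read. Enzyme 0.75 nM, dual-labelled THF duplex 50 nM, compound preincubation 15 min RT.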
# Starred values were filed as active, the others as inactive; u = inconclusive; x = no result given; & = joins results of further samples; [ ] = remark or other dose. Unless noted, calls follow the shape of the dose curve; as a rule, active = well fitted curve in the direction sought with a large enough effect; inconclusive = small, poorly fitted or top-dose-only effect, or another doubt; inactive = no such curve, though single readings can be large; an effect the other way counts as inactive or inconclusive. Some of the compounds tested. The share of hits here may be higher or lower than overall.
Molecule	TRHR agonist	POLB inh	ERG Ets-DNA blk	APE1 inh	POLI inh	Pol kappa inh	12-LOX inh	BLM inh	Anesthetic bind
C/C(=N\NC(=O)c1c(Br)c(C)nn1C)c1ccc(NC(=O)C(C)Oc2ccc(Cl)cc2C)cc1 (configuration not stated)	1.0	3%	1%	-1%	2%	-13%	0%	-6%	-22%
COc1ccc(-c2cc(=O)oc3cc(OCc4nn[nH]n4)ccc23)cc1	0.1	8%	-7%	1%	8%	0%	0%	-1%	-3%
COCCCn1c(C23CC4CC(CC(C4)C2)C3)n[nH]c1=S	0.0	4%	-4%	0%	u	-12%	u	5%	-8%
CCCc1ncc(C(O)c2ccccc2OC)n1C (configuration not stated)	-0.1	-14%	1%	-4%	44%[activator]	-3%	20%&-13%	1%	u
NS(=O)(=O)c1ccc(NC(=O)CNC(=O)c2ccc3c(c2)OCO3)cc1	x	x	-2%	3%	44%[activator]	-23%	-25%	x	x
O=C(Cn1c(-c2cccs2)cc2cc(F)ccc21)N1CCCCC1	0.0	2%	-7%	x	3%	-12%	0%	-12%	-8%
CCCc1cc(=O)[nH]c(SCC(=O)Nc2cc(S(=O)(=O)N3CCCCC3)ccc2C)n1	0.1	x	9%	0%	-24%	-1%	273%[activator]	x	x
O=C(N/N=C/c1cn(-c2cccs2)nc1-c1ccccc1)c1ccc(O)cc1	-0.1	3%	10%	2%	-15%	-10%	-9%	-9%	-6%
COCc1c(C(=O)Nc2nc(C)cs2)oc2ccccc12	-0.3	24%	4%	-8%	1%	-9%	-27%	-4%	-23%
COc1ccc(N2C(=O)C3C4C=CC(C4)C3C2=O)c([N+](=O)[O-])c1 (configuration not stated)	0.3	22%	2%	7%	-8%	-12%	-22%	-5%	u
CC(C)c1ccc(OCC(=O)Nc2cc(-c3nc4ncccc4o3)ccc2Cl)cc1	0.5	-7%	7%	x	-3%	-12%	-3%	-13%	-13%
CN(C(=O)CSc1nncc2ccccc12)C1CCCCC1	-0.1	2%	6%	9%	3%	-12%	3%	0%	-21%
O=C(NCc1ccc2c(c1)CCN2C(=O)c1ccncc1)c1cccc(F)c1	0.3	17%	-3%	x	13%	-5%[60.1 µM]	-15%	0%	-14%
O=C(Nc1cccc(Cl)c1Cl)c1ccccc1NC(=O)C1CC=CCC1C(=O)O (configuration not stated)	-1.0	-23%	4%	76%[activator]	27%	-1%	-7%	-6%	-5%
CCN(CC)S(=O)(=O)c1csc(C(=O)Nc2ccccn2)c1	0.4	0%	-7%	8%	6%	-10%	0%	-2%	-11%
CC(C(=O)O)N1C(=O)c2ccccc2C1=O (configuration not stated)	0.1	-2%	-3%	-1%	21%	-6%	0%	-2%	-5%
COc1ccc(NC(=O)C2CCN(S(C)(=O)=O)CC2)c(OC)c1	0.2	2%	-4%	21%	40%[activator]	-7%	u	-9%	-13%
COc1ccc(-n2c(=O)c3c4c(sc3n3c(=S)[nH]nc23)CCCC4)cc1	0.3	1%	-18%	0%	-7%	-6%	u	4%	-3%
CC1CCC2C(=O)N(c3ccccc3OC(=O)c3ccccc3F)C(=O)C2C1 (configuration not stated)	0.7	3%	3%	-3%	-17%	-12%	69%[activator]	3%	-19%
COc1cccc(CNC(=O)COC(=O)CCS(=O)(=O)c2ccc(C)cc2)c1	0.2	x	-1%	32%	10%	-9%	-5%	x	x
CN(C(=O)c1ccc(NC(=O)Cc2cccc(NC(=O)C3CCN(C(=O)C4CCCC4)CC3)c2)cc1)C1CCCC1	0.3	x	-2%	18%	25%	9%	-2%	x	x
CCCCn1c(N)c(N(CC(C)C)C(=O)CSc2nn(-c3ccc(F)cc3)c(=S)s2)c(=O)[nH]c1=O	x	x	10%	x	30%[activator]	-1%	1%	x	x
CCOc1ccccc1C(=O)N/N=C/c1c[nH]c2ccccc12	-0.9	1%	2%	-1%	93%[activator]	-2%	-7%	-4%	6%
Cc1noc(C)c1C(=O)OCC(=O)Nc1cccc(S(N)(=O)=O)c1	0.3	2%	-1%	0%	71%[activator]	-13%	-3%	-8%	-7%
Cc1ccc(S(=O)(=O)NCCc2cn3c(C)csc3n2)cc1	-0.2	3%	8%	x	-2%	1%[60.1 µM]	-20%	-3%	-9%
O=S(=O)(NC1=NCCCCC1)c1ccc2sc(NS(=O)(=O)c3ccc4ccccc4c3)nc2c1	-0.6	1%	-8%	18%	11µM*	-20%	u	-8%	-5%
O=C(NN=C1CCCC1)NC1CCCCC1	1.5	2%	-3%	19%	212%[activator]	-10%	-15%	-3%	-3%
CCOC(=O)C(N)CSC1CC(=O)N(c2ccc(OCC)cc2)C1=O (configuration not stated)	1.8	-8%	-6%	18%	-10%	17%	0%	-4%	-9%
CCCCC(=O)NC(c1ccco1)c1c(O)ccc2ccccc12 (configuration not stated)	1.4	u	1%	-7%	3%	-2%	7%	-9%	-21%
COc1ccccc1N(CCOc1ccccc1)S(=O)(=O)c1ccccc1	x	x	23%	u	11%	-4%	-4%	x	x
CCOC(=O)c1c(C)[nH]c(C)c1S(=O)(=O)N(C)CC(=O)Nc1cccc(C(F)(F)F)c1	-0.4	-1%	0%	x	12%	-1%	-3%	0%	3%
O=C1CCc2cc(S(=O)(=O)NCc3ccccc3Cl)ccc2N1	-0.1	x	-3%	-3%	-3%	-8%	-29%	x	x
Cc1ccnc(NC(=O)CNC(=O)c2ccc(Br)o2)c1	-0.3	x	3%	-8%	40%[activator]	-5%	-3%	x	x
CS(=O)(=O)N1CCN(c2ccc(NC(=O)c3cccnc3Cl)cc2)CC1	0.6	-6%	x	u	12%	-7%	11%	0%	-13%
COc1ccccc1C(=O)N/C(=C/c1ccc(Br)cc1)C(=O)N1CCCC1	0.5	2%	0%	-7%	90%[activator]	-7%	-20%	-5%	-12%
COc1ccc(C(=O)NCCOc2ccccc2Cl)c(OC)c1OC	-0.4	-1%	-8%	-2%	-8%	11%	-4%	-4%	3%
O=C(COC(=O)c1n[nH]c2ccccc12)NC(=O)NC12CC3CC(CC(C3)C1)C2	0.3	35µM*	0%	-5%	-45%	-8%	-26%	-7%	u
O=C(CSc1nc(N2CCOCC2)nc(N2CCOCC2)n1)Nc1ccc([N+](=O)[O-])cc1	1.1	-4%	2%	-8%	8%	-16%	-5%	-8%	-6%
Cc1ccc(CCNC(=O)CCS(=O)(=O)Cc2ccc(C)cc2)cc1	-1.2	u	3%	-5%	11%	19%	25%	-3%	-7%
O=C(Nc1cccc(F)c1)C1CCN(C(=O)NCc2ccccc2)CC1	0.4	57%	15%	4%	3%	-4%	-24%	-5%	-4%
CNC(=O)c1ccc(NC(=O)CC2SC(N3CCCC3)=NC2=O)cc1 (configuration not stated)	1.5	x	-4%	-10%	8%	4%	347%[activator]	x	x
CCN(c1ccc(OC)cc1)S(=O)(=O)c1nnc(NC(=O)c2ccccc2C)s1	0.1	-2%	0%	x	18%	-22%	-13%	-5%	-14%
O=C1C2C3C=CC(C3)C2C(=O)N1c1ccc2c(c1)CCC2 (configuration not stated)	-0.3	17%	1%	-2%	23%	-1%	24%	-4%	u
COc1ccccc1CNC(=O)c1ccccc1NC(=O)c1nsc2ccccc12	0.2	4%	0%	x	-20%	-2%[60.1 µM]	u	-4%	52%[activator]
CN(CC(=O)Nc1ccc(Cl)c(Cl)c1)C(=O)C1CCC1	x	x	2%	2%	106%[activator]	-17%	-6%	x	x
c1nc(NC2CCCCCC2)c2[nH]cnc2n1	-0.4	4%	11%	141µM*	u	u	22%	4%	u
Cc1ccc(C(=O)NC(N2CCCC2)C(Cl)(Cl)Cl)cc1 (configuration not stated)	0.0	26%	8%	1%	-3%	-9%	6%	-4%	-21%
O=C(C(Cc1ccccc1)N1C(=O)c2ccccc2C1=O)N1CCc2ccccc21 (configuration not stated)	0.7	4%	1%	-2%	3%	-11%	-22%	-8%	5%
Cc1cccn2c(=O)c3cc(C#N)c(=O)n(-c4nnc(SCc5ccccc5F)s4)c3nc12	1.5	-17%	7%	x	10%	-5%	-3%	-8%	2%
CC(C)c1nnc(NC(=O)C2CCCN2C(=O)Nc2ccccc2F)s1 (configuration not stated)	0.7	5%	-1%	6%	20%	-10%	6%	5%	-15%
CCc1nnc(NC(=O)c2ccc(S(=O)(=O)N(C)Cc3ccccc3)cc2)o1	-0.8	20%	-7%	27%	19%	-7%	-3%	-8%	-12%
COC(=O)c1cc(C(=O)NC(C)C2CC3CCC2C3)cc([N+](=O)[O-])c1 (configuration not stated)	1.3	9%	0%	11%	-8%	-2%	0%	-6%	-7%
CCN(CC(=O)Nc1ccccc1C(=O)NC1CC1)Cc1cccs1	0.8	x	-9%	-10%	9%	1%	13%	x	x
O=C(COc1ccc(Br)cc1)NCC1COc2ccccc2O1 (configuration not stated)	-0.5	x	-3%	6%	-5%	-5%	-8%	x	x
CC(OC(=O)CCC1CCCCC1)C(=O)Nc1ccc(S(N)(=O)=O)cc1 (configuration not stated)	1.5	x	-3%	-4%	20%	-8%	-11%	x	x
COC(=O)c1ccc(N=CC2=C(O)CC(c3ccccc3)CC2=O)cc1 (configuration not stated)	-0.1	21%	4%	-5%	168%[activator]	-9%	162%[activator]	-1%	-5%
CCOc1ccccc1NC(=O)c1sc2nc3n(c(=O)c2c1C)CCCCC3	-0.3	-10%	-1%	x	17%	-13%	-12%	0%	-7%
S=C(NC1CCCCC1)N1CCN(Cc2ccccc2Cl)CC1	0.8	11%	-4%	-1%	5%	-3%	0%	-9%	-11%
